Screening data (PubChem)
ALOX12 inh: inhibitors of human 12S-lipoxygenase ALOX12 | Potency, µM (series often up to 108 µM), for inactives: at the top dose activity change, negative = inhibition, hits mostly inhibitors | 580,000 compounds, 1.1% hits | AID 1671190 | purified 12hLO, xylenol orange hydroperoxide absorbance | P18054; further: on the % scale 0 is the no-effect control and ±100 the full control effect
Target sequence (P18054 whole entry, looked up): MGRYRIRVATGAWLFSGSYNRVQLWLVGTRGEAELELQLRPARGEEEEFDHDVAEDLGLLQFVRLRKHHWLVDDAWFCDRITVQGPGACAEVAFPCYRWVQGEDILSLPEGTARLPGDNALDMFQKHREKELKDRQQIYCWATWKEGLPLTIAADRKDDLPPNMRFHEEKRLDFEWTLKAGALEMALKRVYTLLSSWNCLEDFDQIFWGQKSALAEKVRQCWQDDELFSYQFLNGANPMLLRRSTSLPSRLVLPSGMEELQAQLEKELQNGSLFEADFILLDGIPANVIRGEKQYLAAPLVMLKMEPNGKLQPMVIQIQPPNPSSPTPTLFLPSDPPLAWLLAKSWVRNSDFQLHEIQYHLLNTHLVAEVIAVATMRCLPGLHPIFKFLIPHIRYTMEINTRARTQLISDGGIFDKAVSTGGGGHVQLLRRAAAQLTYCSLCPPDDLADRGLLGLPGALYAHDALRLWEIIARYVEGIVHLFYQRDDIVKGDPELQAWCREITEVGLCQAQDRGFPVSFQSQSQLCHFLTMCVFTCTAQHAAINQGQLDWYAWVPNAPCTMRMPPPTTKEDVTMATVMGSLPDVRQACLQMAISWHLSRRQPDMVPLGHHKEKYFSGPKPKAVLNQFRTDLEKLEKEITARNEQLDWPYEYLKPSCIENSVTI
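Hydroperoxide product was detected by ferrous iron/xylenol orange as the 573 to 405 nm absorbance ratio. Arachidonic acid at 40 uM (final) was turned over for 30 min at room temperature by 150 nM human 12hLO, pH 7.0 Hepes buffer, after 15 min compound preincubation.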
PGK inhibitor: inhibitors of T. brucei phosphoglycerate kinase | Potency, µM (titrated, usually from 57.5 µM), for the others: at the highest dose activity change, negative = inhibition, usual class: inhibitors | PGK/GAPDH coupled, Kinase-Glo luminescence, 60 min | 380,000 compounds, 0.043% hits | P07378; further: on the % scale 0 is the no-effect control and ±100 the full control effect; nearly all actives have a fitted effect of over 60% in size
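Luminescent ATP detection (Kinase-Glo Plus) follows a 60-minute room-temperature incubation, with wells lacking PGK as controls. Buffer: 100 mM TEA (pH 7.6), 5 mM MgCl2, 0.01% Tween-20. Coupling enzyme GAPDH (100 nM final) supplies unstable 1,3-BPG in-well.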
HP1b chromo inh: inhibitors of HP1-beta chromodomain binding to methylated histone tails; AID 540317; P83916; 390,000 compounds, 0.56% hits; AlphaScreen HP1-beta / biotin-H3K9me3 peptide binding; Potency, µM (series often up to 114 µM), inactives show at the top dose activity change, negative = inhibition, actives largely listed as inhibitors; further: nearly all actives have a fitted effect of over 70% in size; inactives centre near 23
Target sequence (P83916 whole entry, looked up): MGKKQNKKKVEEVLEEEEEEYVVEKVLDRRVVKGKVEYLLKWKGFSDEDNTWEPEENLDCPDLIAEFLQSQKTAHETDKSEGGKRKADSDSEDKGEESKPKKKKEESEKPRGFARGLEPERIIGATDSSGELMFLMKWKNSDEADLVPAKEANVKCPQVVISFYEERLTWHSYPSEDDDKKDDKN
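Compound inhibition of the preformed complex between 50 nM HP1-beta and 50 nM biotinylated H3K9me3 peptide was read by AlphaScreen. Buffer was PBS pH 7.4 with 0.01% Tween-20. Incubations ran 30 min at room temperature, with 10 ug/mL donor/acceptor beads.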
rTrxR1 inhibitor: inhibitors of rat thioredoxin reductase 1; recombinant rTrxR1, NADPH fluorescence consumption, selenite substrate; Potency, µM (doses to about 114 µM), without a hit: top-dose activity change, negative = inhibition, most hits filed as inhibitors; 390,000 compounds, 1% hits; AID 588453; further: on the % scale 0 is the no-effect control and ±100 the full control effect; nearly all actives have a fitted effect of over 65% in size
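Rat TrxR1 (90 nM in the dispensed reagent) was pre-reduced with 400 uM NADPH for 5 min at room temperature, then incubated with compound for 15 min. After 400 uM selenite was added, NADPH fluorescence (Ex 340/Em 450 nm) was followed for 8 min.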
ERG Ets-DNA blk: ERG Ets/DNA interaction inhibition; fluorescence polarization, His-ERG Ets domain / labelled DNA; Potency, µM (titrated, usually from 76.9 µM), for the others: top-dose FP activity, negative = inhibition, actives largely listed as inhibitors; 370,000 compounds, 0.028% hits; AID 624246; active means well fitted inhibition curve with a large enough effect in the polarisation, with a control signal flat; inconclusive means small, poorly fitted or top-dose-only effect, or effect the other way, or a change in a side signal; inactive means no such curve, though single readings can be large or run the other way; the % refers to the polarisation;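 further: polarization taken with two DNA probes labelled with fluorescein and Texas red; % of control where 0% means no effect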
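His-tagged ERG Ets domain (1 uM in the protein solution; 300mM KCl, 50mM Tris-HCl, 1mM EDTA, 1mM DTT, pH 7.5) received compound, then a probe mix of 5 nM fluorescein-DNA and 100nM Texas-615-DNA. Fluorescence polarization was read for both dyes.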
Pin1 inh: inhibitors of human Pin1 | Q13526 | Pin1 FP peptide displacement, HiFluor488, 10 min | Potency, µM (top dose mostly 115 µM), without a hit: top-dose activity, negative = inhibition, actives largely listed as inhibitors | 390,000 compounds, 0.009% hits | AID 504891; active means well fitted inhibition curve with a large enough effect in the polarisation, with a control signal flat, not every such curve was filed as active; inconclusive means small, poorly fitted or top-dose-only effect, or effect the other way, or a change in a side signal; inactive means no such curve, though single readings can be large or run the other way; the % refers to the polarisation; further: on the % scale 0 is the no-effect control and ±100 the full control effect
Target sequence (Q13526 whole entry, looked up): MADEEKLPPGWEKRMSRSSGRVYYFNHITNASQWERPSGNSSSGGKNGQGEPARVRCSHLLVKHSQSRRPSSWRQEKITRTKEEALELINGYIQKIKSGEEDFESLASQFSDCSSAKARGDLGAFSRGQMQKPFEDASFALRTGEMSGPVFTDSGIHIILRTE
GLS inhibitor: blocks human kidney-isoform glutaminase activity. Potency, µM (top dose mostly 45.5 µM), without a hit: at the highest dose activity change, negative = inhibition, hits mostly inhibitors. GLS enzymatic activity, qHTS titration. 410,000 compounds, 0.21% hits. O94925; further: on the % scale 0 is the no-effect control and ±100 the full control effect
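Enzyme dispensed in phosphate buffer (45 mM, pH 8.2, 0.02% Tween-20), compounds pinned in, then 1 mM L-glutamine solution and the glutamate oxidase–HRP–Amplex Red mix added; fluorescence read immediately and again after 30 min at room temperature.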
RGS4 inh: human RGS4 inhibition; AID 504845; Potency, µM (top dose mostly 114 µM), inactives show top-dose activity change, negative = inhibition, most hits filed as inhibitors; 390,000 compounds, 0.039% hits; Transcreener GDP fluorescence polarization, RGS4-accelerated GTP hydrolysis; further: on the % scale 0 is the no-effect control and ±100 the full control effect; nearly all actives have a fitted effect of over 75% in size; some results filed as inactive show a strong effect at the top dose
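MLSMR compounds (23 nl, pin-transferred) preincubated 10 min at room temperature with a 500nM (2x) first reagent, then RGS4 at 900nM (2x) plus Transcreener GDP mix added; fluorescence polarization (620/688 nm) read before and after 90 min at 30 °C.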
JMJD2A Tudor: blocks the human JMJD2A Tudor domain | O75164 | AlphaScreen JMJD2A-Tudor / H3K4me3 peptide binding | Potency, µM (series often up to 114 µM), for the others: top-dose activity change, negative = inhibition, usual class: inhibitors | 390,000 compounds, 4.4% hits | AID 504339; further: on the % scale 0 is the no-effect control and ±100 the full control effect; nearly all actives have a fitted effect of over 50% in size
* marks the source's active call; other numbers are inactive results; i = inactive; ? = inconclusive; . = no result given; [ ] = another dose, or the depositor's remark. Unless noted, the call rests on the fitted dose curve; in most records, active means well fitted curve in the direction sought with a large enough effect; inconclusive means small, poorly fitted or top-dose-only effect, or another doubt; inactive means no such curve, though single readings can be large; an effect the other way counts as inactive or inconclusive. Potency means the concentration at half of the fitted maximal effect. Only part of the results is shown; count on the stated rates, not on these rows.

SMILES	ALOX12 inh	PGK inhibitor	HP1b chromo inh	rTrxR1 inhibitor	ERG Ets-DNA blk	Pin1 inh	GLS inhibitor	RGS4 inh	JMJD2A Tudor
COc1ccc(NC(=O)CN2CCN(CC(=O)Nc3ccc(F)cc3F)CC2)cc1	0%	9%	41%[activator]	-4%	0%	-11%	13%	-6%[56.9 µM]	-2%
COc1cc(NC(=O)CSc2nccc(C)n2)c(C)cc1[N+](=O)[O-]	-7%	1%	3%	1%	8%	-4%	-1%	-21%	-33%
COc1cccc(N2CCN(C(=O)C3CCCN(S(=O)(=O)c4ccc(Br)s4)C3)CC2)c1 (configuration not stated)	-24%	-10%	-8%	20%	-1%	24%	12%	-15%	?
CCOc1ccccc1NC(=O)Nc1cc(OC)ccc1OC	0%	6%	7%	10%	-7%	1%	11%	4%	-6%
CCOC(=O)CSc1nnc(-c2ccco2)n1-c1ccc(C)cc1	0%	13%	39%[activator]	-8%	-2%	-2%	-5%	8%	-9%[57.1 µM]
O=C(NC(Cc1c[nH]c2ccccc12)C(=O)O)c1cccs1 (configuration not stated)	-5%	2%	22%	10%[57.1 µM]	0%	2%	10%	21%	3%[57.1 µM]
COC(=O)CCCC1=CC2=CC(=O)C(C)(OC(=O)c3cccs3)C(=O)C2=CN1CC(C)C (configuration not stated)	-27%	-5%	15%	-34%	-10%	0%	-11%	-34%	-18%
COc1cc(OC)cc(-c2c(C#Cc3ccsc3)c3cc(-c4ccc5c(c4)OCO5)ccc3n2C)c1	?	-4%	58%[activator]	18%[57.1 µM]	24%	?	2%	-27%	-10%
O=c1ccc(NS(=O)(=O)c2ccc(Cl)cc2)cn1Cc1ccc(Cl)c(Cl)c1	2%	-6%	-12%	?	7%	8%	27%	-48%	?
COc1ccc(F)c(-c2nc(CN3CCC(c4ccccc4)CC3)c(C)o2)c1	-6%	-9%	-12%	2%[57.1 µM]	-9%	10%	0%	18%	-34%
CCOc1ccc(C(CC(=O)O)NC(=O)C(c2ccccc2)c2ccccc2)cc1OC (configuration not stated)	-23%	-8%	47%[activator]	22%	2%	-5%	-3%	7%	-12%
CC1CCCC(NC(=O)C2CC(=O)N(Cc3ccccc3)C2)C1C (configuration not stated)	4%	-2%	3%	12%	-8%	0%	0%	9%	-6%
O=C(CSc1cn(CCNC(=O)c2ccccc2F)c2ccccc12)Nc1ccc2c(c1)OCCO2	0%	-1%	43%[activator]	1%	1%	29%	0%	-8%	-8%
CCN(CC(=O)Nc1cccc(OC)c1)CC(=O)Nc1ccc(Br)c(C)c1	-13%	-9%	53%[activator]	17%	16%	9%	-7%	-11%	-2%
Cc1ccc(NC(=O)CC(=O)Nc2ccc(C)cc2C)c(C)c1	-21%	-10%	51%[activator]	2%[57.1 µM]	2%	2%	-4%	-16%	-3%
c1ccc(CNc2ccc3ccccc3n2)nc1	-10%[57.4 µM]	.	8%	0%	1%	?	0%	3%	8.9µM*
COc1ccc2c(Sc3ccccc3)c(C(=O)NCCCN3CCCCC3)[nH]c2c1	?	.	0%	14%	-5%	-6%	5%	2%	?
Cc1ccc(S(=O)(=O)N(C(=O)c2ccncc2)c2ccc(OC(=O)c3ccncc3)c3ccccc23)c(C)c1	.	-10%	?	-6%[57.1 µM]	0%	15%	10%	1%[11.4 µM]	?
COc1ccc(Cl)cc1NC(=O)CSc1nc(-c2cccs2)cc(C(F)(F)F)n1	0%	-4%	35%	16%	-3%	5%	-3%	15%	-9%
C[C@@H](CN1C(=O)C(=O)NC[C@@H]1C)NC(=O)CC12CC3CC(CC(C3)C1)C2	?	-4%	51%[activator]	6%	3%	-19%	-10%	-16%	-15%
CN1C(=O)/C(=C/c2cn(CC(=O)N3CCCCC3)c3ccccc23)NC1=S	-22%	-7%	41%[activator]	?	12%	?	6%	-36%	-29%
O=c1[nH]c(-c2ccccc2)c(-c2ccccc2)o1	-24%	i	22%	26%	3%	-16%	-15%	6%	-18%
COCCCn1c(=N)c(S(=O)(=O)c2ccccc2)cc2c(=O)n3cc(C)ccc3nc21	-27%	-4%	44%[activator]	55%[activator]	1%	-1%	-3%	-3%	6%
COc1ccc(C2(c3ccc(OC)cc3)NC(=O)N(CC(=O)NC3(C#N)CCCC3)C2=O)cc1	403%[activator]	i	21%	-5%	.	-4%	1%	-18%	-13%
O=C(O)c1cccnc1SCC(=O)N1CCCc2ccccc21	-29%	-8%	8%	-4%	42%[activator]	2%	?	40%	?
(continued)
SMILES	ALOX12 inh	PGK inhibitor	HP1b chromo inh	rTrxR1 inhibitor	ERG Ets-DNA blk	Pin1 inh	GLS inhibitor	RGS4 inh	JMJD2A Tudor
COc1ccc(CC(=O)N/N=C/c2cccn2-c2ccc([N+](=O)[O-])cc2)cc1OC	-15%	-1%	?	-27%	.	-2%	9%	0%	45µM*
Cc1ccc2cc(/C=N/NC(=O)[C@@H]3CCCN3)c(Cl)nc2c1	268%[activator]	-1%	7%	-2%[57.1 µM]	0%	0%	10%	24%	-14%
FC(F)(F)c1cnc(Oc2ccc(-c3nnco3)cc2)c(Cl)c1	0%	3%	56%[activator]	15%[57.1 µM]	7%	5%	-4%	-9%	-11%
Cc1csc2ncnc(N3CCN(S(=O)(=O)c4cccc(C(F)(F)F)c4)CC3)c12	-4%	3%	19%	9%	-9%	5%	4%	-11%	6%
Cc1ccc2nc(NC(=O)CSc3nc4ccccc4o3)sc2c1	?	.	9%	-53%[57.1 µM]	.	12%	2%	-17%	-24%
CCOC(=O)Nc1sc(NS(=O)(=O)c2ccc(C)cc2)nc1C	-22%	-6%	-9%	-8%[57.1 µM]	-2%	?	63%[activator]	-7%	-16%
COc1ccc(Cc2nc3ccc(C(=O)NCCn4ccnc4C)cc3o2)cc1OC	i	0%	28%	-15%	4%	3%	-15%	-3%	-9%
COc1ccc(-c2csc(NS(=O)(=O)c3ccc([N+](=O)[O-])cc3)n2)cc1	-24%	-10%	-21%	-6%	11%	?	5%	-29%	?
c1ccc(CCn2nnnc2CN2CCCc3ccccc32)cc1	?	-1%	-21%	2%	12%	5%	6%	-9%[11.4 µM]	-22%[11.4 µM]
c1cc(CNCC2CCCO2)ccn1 (configuration not stated)	?	-11%	40%[activator]	20%	7%	-1%	?	19%	-1%
NC(=O)c1c(NC(=O)c2ccncc2)sc2c1CCCCCC2	0%	7%	29%	-14%	-4%	-2%	-1%	-9%	-18%
O=C(CN1CCN(c2ccc(F)cc2)CC1)Nc1ccc(-n2cnnn2)cc1	-2%	.	6%	10%	.	0%	15%	10%	-24%
Nn1c(SCC(=O)Nc2ccc3c(c2)OCO3)nnc1-c1ccc(Cl)cc1	-27%	-3%	18%	7%	-14%	-2%	0%	-19%	-13%
O=C(c1ccco1)N1CCN(S(=O)(=O)c2cccc(Cl)c2)CC1	?	0%	19%	-14%[57.1 µM]	-5%	-4%	3%	-2%	-6%
Cc1nn(-c2ccccc2)c(OC(=O)c2cccs2)c1S(=O)(=O)c1ccc([N+](=O)[O-])cc1	-19%	-6%	13%	4%	1%	-11%	3%	-4%	?
Cn1c(NC(=O)C2CCCC2)cc(=O)n(C)c1=O	11%	2%	37%	19%	14%	0%	-10%	-12%	-1%
O=C(CSc1nnc(Cc2ccccc2)o1)N1CCc2ccccc21	74%[activator]	i	28%	7%[57.1 µM]	-1%	2%	2%	-17%	4%
Cc1ccc(NC(=O)CSc2nnnn2-c2cccnc2)c(C)c1	0%	6%	16%	15%	0%	-6%	-7%	5%	-8%
COc1nc(N/N=C/c2ccc(-c3ccccc3[N+](=O)[O-])o2)nc(N2CCOCC2)n1	-19%	-1%	-15%	-33%	-2%	-6%	-10%	-30%	?

JMJD2A Tudor: hit marks shown above.
SMILES	ALOX12 inh	PGK inhibitor	HP1b chromo inh	rTrxR1 inhibitor	ERG Ets-DNA blk	Pin1 inh	GLS inhibitor	RGS4 inh	JMJD2A Tudor
c1ccc(CNc2ccc3ccccc3n2)nc1	-10%[57.4 µM]	.	8%	0%	1%	?	0%	3%	8.9µM*
COc1ccc(CC(=O)N/N=C/c2cccn2-c2ccc([N+](=O)[O-])cc2)cc1OC	-15%	-1%	?	-27%	.	-2%	9%	0%	45µM*

An excerpt from above in order of count of non-hydrogen atoms, smallest number first.
SMILES	ALOX12 inh	PGK inhibitor	HP1b chromo inh	rTrxR1 inhibitor	ERG Ets-DNA blk	Pin1 inh	GLS inhibitor	RGS4 inh	JMJD2A Tudor
c1cc(CNCC2CCCO2)ccn1 (configuration not stated)	?	-11%	40%[activator]	20%	7%	-1%	?	19%	-1%
O=C(c1ccco1)N1CCN(S(=O)(=O)c2cccc(Cl)c2)CC1	?	0%	19%	-14%[57.1 µM]	-5%	-4%	3%	-2%	-6%
Cc1ccc2nc(NC(=O)CSc3nc4ccccc4o3)sc2c1	?	.	9%	-53%[57.1 µM]	.	12%	2%	-17%	-24%
Cc1csc2ncnc(N3CCN(S(=O)(=O)c4cccc(C(F)(F)F)c4)CC3)c12	-4%	3%	19%	9%	-9%	5%	4%	-11%	6%
COc1ccc(CC(=O)N/N=C/c2cccn2-c2ccc([N+](=O)[O-])cc2)cc1OC	-15%	-1%	?	-27%	.	-2%	9%	0%	45µM*
